# From PubChem BioAssay
# mIAP activ: increases mouse intestinal alkaline phosphatase activity; 0.24% of 330,000 active; activation factor at 10 µM; muIAP, CDP-Star luminescence, 30 min; hits give high values; 1 = vehicle-only enzyme signal, 0 = enzyme-free wells;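 active = activation factor of at least 2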; also: the source names both 10 and 20 µM as test concentration; values of inactives mirror those of a sister screen read the other way
#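 System: Mouse IAP enzyme | Also added: CDP-Star substrate | Dosing: Compounds dispensed in DMSO | Schedule: 30 min enzyme-substrate-compound incubation at room temperature | Technique: Chemiluminescence readout | Control set: DMSO-only wells and no-enzyme negative control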
# SENP1 FRET inh: inhibitors of human SENP1 SUMO protease catalytic domain | inhibition, % at 10 µM | Q9P0U3 | recombinant SENP1 catalytic domain, CyPet-SUMO1-YPet FRET cleavage | 0.21% of 360,000 active;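 active = inhibition at least 30% at 10 µM, raw YFP signal under a set limit, fluorescence ratio 0.5 to 1.5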;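 also: 0% = enzyme with DMSO and 100% = no enzyme wells; some results filed as inactive read as strong as hits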
# Target sequence (Q9P0U3 419-644 limits assumed): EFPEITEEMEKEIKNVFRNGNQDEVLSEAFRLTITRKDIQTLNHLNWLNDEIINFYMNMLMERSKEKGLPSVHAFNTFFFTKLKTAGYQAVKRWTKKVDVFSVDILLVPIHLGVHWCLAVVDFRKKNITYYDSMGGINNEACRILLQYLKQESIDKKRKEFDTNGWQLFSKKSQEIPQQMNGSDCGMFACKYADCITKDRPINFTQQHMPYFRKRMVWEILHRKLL
#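 Test system: hSENP1 catalytic domain, recombinant; Amount: 20 pM final SENP1 enzyme; Medium: Tris pH 8 buffer plus EDTA, NaCl, BME, BSA, NP40, catalase; Schedule: 50 min enzyme reaction, room temperature, light-protected; Technique: FRET fluorescence in CFP and YFP emission channels; Controls: no-enzyme wells low, DMSO-plus-enzyme wells high control.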
# hIAP inh: human IAP inhibition. inhibition, % at 10 µM. purified IAP, CDP-Star luminescence, 30 min. 0.12% of 330,000 active;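 active = inhibition reaching a set limit with compound at 10 µM in the primary screen, cut at about 35% in these data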;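 also: plate controls were DMSO wells with enzyme for no effect and no-enzyme buffer wells for full effect; values of inactives mirror those of a sister screen read the other way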
# Target sequence (P09923 whole entry, looked up): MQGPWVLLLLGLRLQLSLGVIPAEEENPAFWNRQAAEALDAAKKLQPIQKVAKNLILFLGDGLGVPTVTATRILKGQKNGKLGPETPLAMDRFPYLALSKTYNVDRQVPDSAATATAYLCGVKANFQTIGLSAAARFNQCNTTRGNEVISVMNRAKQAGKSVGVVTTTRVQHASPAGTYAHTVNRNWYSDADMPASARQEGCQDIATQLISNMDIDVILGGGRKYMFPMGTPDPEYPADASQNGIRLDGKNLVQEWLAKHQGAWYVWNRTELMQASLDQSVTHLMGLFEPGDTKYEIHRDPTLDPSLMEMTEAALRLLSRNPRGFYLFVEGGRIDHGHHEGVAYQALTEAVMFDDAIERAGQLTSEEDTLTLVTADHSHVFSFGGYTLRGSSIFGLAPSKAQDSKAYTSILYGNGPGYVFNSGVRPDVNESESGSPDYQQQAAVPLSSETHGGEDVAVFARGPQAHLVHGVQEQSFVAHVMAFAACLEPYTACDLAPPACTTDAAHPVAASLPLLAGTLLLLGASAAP
# APOBEC3G inh: APOBEC3G (human) deaminase inhibition; Q9HC16; recombinant A3G, ssDNA deamination FAM/TAMRA fluorescence; inhibition, % at 20 µM; 0.28% of 330,000 active; AID 493012;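 active = inhibition of at least 40% at 20 µM, with no more than 30% in the related APOBEC3A deaminase screen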;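 also: plate controls were DMSO wells with A3G for no effect and wells lacking A3G enzyme for full effect; some compounds called inactive have numbers as strong as hits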
# hIAP activ: human IAP activation | purified human IAP, CDP-Star luminescence, 30 min; hits give high values; 1 = vehicle-only enzyme, 0 = enzyme-free background | activation factor at 10 µM | 0.16% of 330,000 active | AID 2524;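 active = activation factor of the enzyme at least 2-fold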; also: the source names both 10 and 20 µM as test concentration; values of inactives mirror those of a sister screen read the other way
# NALP3 yeast inh: blocks the NALP3 inflammasome reconstituted in yeast. Yeast reconstituted NLRP3/ASC/caspase-1, beta-gal luminescence, 24 h. 0.39% of 330,000 active. inhibition, % at 10 µM;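 active = inhibition of 50% or more; inactive = inhibition below 50%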;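 also: plate controls were induced DMSO wells for no effect and uninduced yeast grown without galactose for full effect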
# MIN6 prolif: MIN6 beta-cell proliferation induction; MIN6 cells proliferation, ATPlite luminescence, 48 h; cells starved in 0.2% serum; 100% = growth in 10% serum; 0.29% of 330,000 active; proliferation, % at 10 µM;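 active = compounds whose signal lies at least 3.5 SD above the mean of all wells on their plate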;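 also: 0% = DMSO-treated cells in low-serum medium and 100% = 10% serum control; some compounds called inactive have numbers as strong as hits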
# mIAP block: blocks mouse intestinal alkaline phosphatase. purified mouse IAP, CDP-Star luminescence, 30 min. inhibition, % at 10 µM. 0.2% of 330,000 active;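 active = inhibition of at least 40% at 10 µM in the primary screen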;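 also: plate controls were DMSO with enzyme for no effect and no enzyme wells for full effect; values of inactives mirror those of a sister screen read the other way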
# APOBEC3A inh: blocks human APOBEC3A ssDNA deamination | P31941 | recombinant A3A, FAM/TAMRA ssDNA deamination fluorescence | inhibition, % at 20 µM | 0.41% of 330,000 active | AID 493011;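 active = at least 40% inhibition at 20 µM here, with at most 30% in a related deaminase screen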;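 also: plate controls were A3A with DMSO for no effect and wells lacking A3A enzyme for full effect; some results filed as inactive read as strong as hits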
# Target sequence (P31941 whole entry, looked up): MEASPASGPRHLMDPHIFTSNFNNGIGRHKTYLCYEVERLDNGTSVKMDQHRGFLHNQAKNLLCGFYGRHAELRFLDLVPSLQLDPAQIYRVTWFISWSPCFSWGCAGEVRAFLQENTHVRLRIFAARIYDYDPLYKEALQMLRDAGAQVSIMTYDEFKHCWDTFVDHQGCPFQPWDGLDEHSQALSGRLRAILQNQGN
# * hit, by the source's call; . = no result given. Not all compounds are listed; the hit share may differ from the screen's.
# Preview:
SMILES,mIAP activ,SENP1 FRET inh,hIAP inh,APOBEC3G inh,hIAP activ,NALP3 yeast inh,MIN6 prolif,mIAP block,APOBEC3A inh
CN(CCNC(=O)C1CCC(=O)N(Cc2ccc(Cl)cc2)C1)CCc1ccccc1 (configuration not stated),1.13,1.1,-23.7,-6.1,1.24,1.9,-0.1,-13.3,-3.2
O=C(c1cccc(Br)c1)N1CCCC1,0.959,-1.3,11.5,-2.5,0.885,25.7,1.4,4.1,-1.5
CCOC(=O)C(CCC#N)(CCC#N)C(=O)OCC,0.954,2.9,6.9,-8.5,0.931,-8.5,0.2,4.6,-3.3

# Main list (from the top)
SMILES,mIAP activ,SENP1 FRET inh,hIAP inh,APOBEC3G inh,hIAP activ,NALP3 yeast inh,MIN6 prolif,mIAP block,APOBEC3A inh
CN(CCNC(=O)C1CCC(=O)N(Cc2ccc(Cl)cc2)C1)CCc1ccccc1 (configuration not stated),1.13,1.1,-23.7,-6.1,1.24,1.9,-0.1,-13.3,-3.2
O=C(c1cccc(Br)c1)N1CCCC1,0.959,-1.3,11.5,-2.5,0.885,25.7,1.4,4.1,-1.5
CCOC(=O)C(CCC#N)(CCC#N)C(=O)OCC,0.954,2.9,6.9,-8.5,0.931,-8.5,0.2,4.6,-3.3
COC(=O)c1c(NC(=O)CSc2nnc3ccccn23)sc2c1CCC2,1.01,-10.1,0.6,-3.2,0.994,2.7,2.0,-0.6,4.8
CC(C)c1ccc(Nc2nc(Cl)nc(NCc3ccco3)n2)cc1,0.99,0.6,-5.4,-6.8,1.05,-22.9,-1.0,1.0,-1.1
Nc1ncnc(Oc2ccccc2F)c1[N+](=O)[O-],1.11,1.1,-6.8,-12.1,1.07,10.3,-2.7,-10.8,-2.9
N#Cc1c(-c2ccc(F)cc2)c2c([nH]c1=O)-c1ccccc1OC2,1.07,-33.0,1.3,-8.1,0.987,-8.1,-0.6,-7.2,-2.2
Cc1cccc(Nc2ccccc2)c1,0.998,2.4,-5.7,4.8,1.06,12.9,-5.0,0.2,-1.3
COc1ccccc1C1CCN(Cc2ccccc2Cl)CC1,0.803,1.5,3.6,-10.8,0.964,13.9,-4.2,19.7,-5.1
O=C(CC1SC(=O)NC1=O)Nc1ccc(Cl)cc1 (configuration not stated),0.993,1.4,-26.5,-8.5,1.26,7.2,0.0,0.7,-3.3
CSCCC(NC(=O)c1ccc(Cl)cc1)C(=O)OCC(C)=O (configuration not stated),1.09,1.1,-12.2,5.1,1.12,11.7,-2.0,-9.0,-3.4
O=C(Nc1nnc(C(F)(F)F)s1)c1ccc(Br)s1,0.861,1.3,-3.7,-3.8,1.04,19.4,-5.5,13.9,0.3
CC(C)C(Sc1nc(-c2ccccc2)cc(-c2ccccc2)c1C#N)C(=O)O (configuration not stated),0.895,2.5,13.3,-6.6,0.867,2.0,-3.1,10.5,-1.1
COc1ccccc1NC(=O)COC(=O)c1cnc(C)cn1,1,0.8,-15.8,-4.2,1.16,-3.0,-0.2,-0.1,-0.9
O=C(CNC(=O)c1ccc(F)cc1)Nc1ccccc1C(F)(F)F,0.978,0.7,4.4,-4.6,0.956,7.2,-3.6,2.2,2.5
N/C(CS(=O)(=O)c1ccc(F)cc1)=N\O,1.03,2.3,-4.4,-5.8,1.04,3.8,-1.4,-2.7,-1.8
COc1cccc(/C=C2\SC(=S)N(C(Cc3ccccc3)C(=O)O)C2=O)c1 (configuration not stated),0.947,0.0,5.1,-5.9,0.949,0.2,1.1,5.3,-3.1
Cc1noc(C)c1S(=O)(=O)N1CCCC(C(=O)NCCc2ccccc2)C1 (configuration not stated),1.05,0.9,-11.9,-0.3,1.12,5.4,-1.6,-4.6,4.5
Cc1cc(C)c(NC(=O)COC(=O)c2cc([N+](=O)[O-])ccc2N2CCOCC2)c(C)c1,1.01,0.7,4.1,-2.7,0.959,4.7,-3.5,-1.0,0.0
C=CCOc1c(CCC)cc(CCC)cc1C(N)=O,0.989,0.2,-0.4,2.0,1,-49.3,3.8,1.1,5.4
Cc1cccc(-c2noc(CCCC(=O)NC3CCCCC3)n2)c1,0.918,1.0,-2.0,-16.4,1.02,26.3,-0.3,8.2,-0.1
COc1ccc(NC(=O)CSc2nnc(-c3cccs3)n2N)cc1S(N)(=O)=O,1.03,-1.2,-24.6,-3.9,1.25,3.6,-5.1,-3.1,23.4
Cc1ccc(N2N=C(c3ccc(F)cc3)CC2c2ccco2)cc1 (configuration not stated),1.43,-105.3,1.6,-8.3,0.984,-14.8,-5.6,-42.8,-3.2
CC1CN(c2nc(Nc3ccccc3F)nc(N)c2[N+](=O)[O-])CC(C)O1 (configuration not stated),0.953,0.7,-19.5,-4.9,1.2,26.1,-3.2,4.7,-0.9
COc1ccc(OC)c(C2NC(=O)NC(C)=C2C(=O)Nc2ccc(C)cc2)c1 (configuration not stated),0.987,2.0,8.0,-2.0,0.92,16.2,1.7,1.3,0.9
O=C(Nc1ccc(C(=O)NC2CCCCC2)cc1)c1cccnc1,1.08,-1.1,3.1,-0.8,0.969,-11.1,-4.4,-8.5,-6.7
Cc1cccc(CN2CCCC(C(=O)Nc3ccccc3Oc3cccnc3)C2)c1 (configuration not stated),0.971,2.6,-8.4,-2.5,1.08,3.7,-1.7,2.9,2.0
COCc1cc(=O)n2[nH]c(N)nc2n1,0.986,4.4,2.1,5.9,0.979,12.7,2.5,1.4,15.5
Cc1cc(C(F)F)n2ncc(C(=O)NCc3ccccc3)c2n1,1.01,1.7,-2.0,-12.7,1.02,1.1,0.7,-0.9,-2.1
COC(=O)c1ccc(NC(=O)CN2CCN(CC#N)CC2)cc1,0.988,3.6,-1.5,-1.4,1.01,8.7,0.8,1.2,-0.3

# Part of the list above, reformatted:
Compound	mIAP activ	SENP1 FRET inh	hIAP inh	APOBEC3G inh	hIAP activ	NALP3 yeast inh	MIN6 prolif	mIAP block	APOBEC3A inh
Cc1ccc(N2N=C(c3ccc(F)cc3)CC2c2ccco2)cc1 (configuration not stated)	1.43	-105.3	1.6	-8.3	0.984	-14.8	-5.6	-42.8	-3.2
COc1cccc(/C=C2\SC(=S)N(C(Cc3ccccc3)C(=O)O)C2=O)c1 (configuration not stated)	0.947	0.0	5.1	-5.9	0.949	0.2	1.1	5.3	-3.1
Cc1noc(C)c1S(=O)(=O)N1CCCC(C(=O)NCCc2ccccc2)C1 (configuration not stated)	1.05	0.9	-11.9	-0.3	1.12	5.4	-1.6	-4.6	4.5
N/C(CS(=O)(=O)c1ccc(F)cc1)=N\O	1.03	2.3	-4.4	-5.8	1.04	3.8	-1.4	-2.7	-1.8

# Carrying on.
SMILES,mIAP activ,SENP1 FRET inh,hIAP inh,APOBEC3G inh,hIAP activ,NALP3 yeast inh,MIN6 prolif,mIAP block,APOBEC3A inh
COc1cc(C(=O)n2nc(C)cc2C)cc(OC)c1OC,0.954,5.9,4.4,-0.8,0.956,-2.8,2.0,4.6,0.3
Cn1c(SCC(=O)NC2CC2)nnc1-c1ccco1,1.01,-1.3,-6.2,0.1,1.06,2.9,1.3,-0.8,1.2
COc1ccc(CNC(=O)c2ccc[nH]2)cc1,1,-0.1,-5.7,-7.4,1.06,23.8,-1.2,-0.1,2.9
C=CCN(C(C)=O)C1CC(=O)N(c2ccc(OCCC)cc2)C1=O (configuration not stated),1.05,-1.4,10.1,-4.4,0.899,15.6,-3.3,-5.3,6.0
O=C(CSc1ccc(Cl)cc1)Nn1cnnc1,0.919,3.7,-4.5,-7.5,1.04,3.6,-5.5,8.1,-4.8
Cc1ccc2nc(SCc3ccc([N+](=O)[O-])cc3)[nH]c2c1,0.965,3.0,-6.6,-2.9,1.07,14.9,-3.9,3.5,-3.5
O=C(NCc1cccs1)c1ccc(N2CCCCC2)nc1,1.09,1.1,-21.1,-5.8,1.21,23.1,-0.3,-9.2,-2.8
O=C(NC1CCCC1)c1cnc2n(c1=O)CCS2,0.896,1.1,18.6,-0.6,0.814,-22.9,-4.6,10.4,0.1
CCC[C@H]1NC(=O)[C@H](C)N(C)C(=O)C(C)(C)C(=O)C(C)NC(=O)[C@H](Cc2ccc(OC)cc2)N(C)C(=O)[C@H](C(C)C)N(C)C(=O)CNC(=O)[C@H](CC(C)C)N(C)C(=O)CNC(=O)[C@H]([C@@H](C)CC)OC(=O)[C@H]1C (some centres not stated),0.933,.,-6.9,-2.4,1.07,6.1,-5.0,6.7,1.1
Cc1ccnc(N2CCC(C(=O)NNC(=O)c3ccccc3C)CC2)n1,1.01,1.1,-18.1,-8.0,1.18,8.5,-1.5,-1.2,-6.3
COc1ccc(N2CC(C(=O)N3CCOCC3)CC2=O)cc1 (configuration not stated),1.03,1.0,-6.7,-6.7,1.07,13.3,-5.8,-2.7,0.1
COc1cccc(CSc2nc3ccccc3[nH]2)c1,0.941,2.4,26.6,-5.9,0.734,12.8,-3.2,5.9,-0.2
COCCNc1nc2nonc2nc1N1CCC(N(C)C)C1 (configuration not stated),0.888,-0.6,-12.4,-4.1,1.12,11.1,-1.1,11.2,-3.1
CCCCOC(=O)CCc1c(C)[nH]c(=S)[nH]c1=O,0.935,2.6,15.2,-6.7,0.848,10.5,-1.9,6.5,-2.2
COc1ccc(-n2nc([N+](=O)[O-])c(=NCCCN3CCCC3=O)n2O)cc1,1.05,5.0,-14.9,-0.4,1.15,-3.1,-0.1,-5.0,4.4
CCN(CC(=O)Nc1ccc(NC(C)=O)cc1)C(=O)c1ccc(=O)[nH]c1,0.93,1.0,1.1,-5.4,0.989,1.0,-1.2,7.0,-6.4
CCOc1ccc(C(=O)Nc2cccc(SC)c2)cc1,1.06,1.7,-5.2,-6.0,1.05,18.7,-2.6,-5.9,0.1
O=C(NCC(=O)N(CCN1CCOCC1)C(C(=O)NC1CCCC1)c1cccs1)c1ccco1 (configuration not stated),1.03,-1.1,-26.0,-9.0,1.26,11.4,0.6,-2.8,-8.5
Cc1ccc(C(=O)N/C(=C\c2cn(C)c3ccccc23)C(=O)OCCN(C)C)cc1,0.954,-11.9,-9.6,3.4,1.1,40.3,0.3,4.6,2.1
COCCn1cnnc1SCC(=O)Nc1ccc(N2CCCCC2)cc1,0.968,4.2,2.0,-5.6,0.98,8.6,-2.4,3.2,-4.4
Cc1ccc2nc(C(=O)O)c(C(=O)O)nc2c1,1.13,0.7,-7.7,-8.0,1.08,-0.6,0.7,-13.4,-6.2
O=C(Nc1ccc(Cl)c(Cl)c1)Nc1cc(C(=O)NC2CC2)ccc1Cl,2.16*,.,-14.9,3.8,1.15,1.7,-2.4,-116.1,0.8
Cc1cccc(C(=O)NNC(=O)C(=O)NC(C)(C)C)c1,0.718,2.7,-16.4,1.8,1.16,11.9,0.0,28.2,1.8
O=C(O)c1c2c(nc3ccc(F)cc13)CCC2,0.964,-1.9,20.3,-3.5,0.797,2.9,-3.2,3.6,3.5
COCCn1c(SCC(=O)N2CCN(c3ccccc3)CC2)nc2c(c1=O)SC(C)C2 (configuration not stated),0.939,0.7,10.6,-6.5,0.894,11.6,-0.8,6.1,-4.2
